CHRM5 agonist: CHRM5 agonism in calcium assay; P08912; CHO-K1 hM5 cells, Fluo-8 calcium fluorescence; 0% DMSO wells, 100% maximal acetylcholine response; activation, % at 3 µM; 0.19% of 360,000 active;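 active = activation above the run's mean over test compounds plus 3 SD, cut at about 23% in these data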;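 also: signal is peak over basal fluorescence ratio across the kinetic read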
CRFBP-R2 agonist: CRF-BP/CRF-R2 complex agonism. HEK293 CRF-R2/CRF-BP, calcium dye fluorescence (FLIPR); percent of saturating CRF peptide response. activation, % at 13.2 µM. 0.46% of 350,000 active. AID 588473;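 active = activation of at least 50%, plus an integration ratio under a set limit after plate pattern correction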;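 also: plate controls were neutral control wells without compound for no effect and CRF at EC100 for full effect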
TAAR1 ag: agonists of human TAAR1 | CHO RD-HGA16 TAAR1, Fluo-8 calcium fluorescence; vehicle wells 0%, saturating PEA agonist 100% | Q96RJ0 | 0.99% of 360,000 active | activation, % at 3 µM;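 active = activation above the mean activation of all test compounds in the run plus 3 SD, cut at about 38% in these data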
Target sequence (Q96RJ0 whole entry, looked up): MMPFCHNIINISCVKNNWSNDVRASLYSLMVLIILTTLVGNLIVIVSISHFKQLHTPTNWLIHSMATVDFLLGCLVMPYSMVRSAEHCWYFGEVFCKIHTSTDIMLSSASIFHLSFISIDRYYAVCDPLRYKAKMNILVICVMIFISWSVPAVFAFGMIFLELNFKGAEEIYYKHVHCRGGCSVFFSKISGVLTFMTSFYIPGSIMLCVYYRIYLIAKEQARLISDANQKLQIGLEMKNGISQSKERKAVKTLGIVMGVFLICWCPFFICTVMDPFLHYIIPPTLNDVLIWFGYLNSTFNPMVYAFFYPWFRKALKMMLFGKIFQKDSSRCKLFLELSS
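Test system: RD-HGA16 (CHO) cells co-expressing Gα16 and hTAAR1; dosing: one-point dosing at 3 µM (nominal); timing: 17-24 h seeding, 75 min 37 °C dye, 30 min RT; signal: kinetic Fluo-8 calcium fluorescence; read-out basis: % activation relative to PEA EC100 response; controls: DMSO and PEA EC100; replicates: n 1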
M5 antag: antagonists of human muscarinic M5 receptor (CHRM5) | P08912 | CHO-hM5 cells, Fluo-8 calcium fluorescence, ACh EC80 | inhibition, % at 3 µM | 0.59% of 360,000 active | AID 624040;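 active = inhibition above a per-plate cutoff, the mean of that plate's test compounds plus 3 SD, cut at about 27% in these data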;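 also: 0% = acetylcholine EC80 with DMSO and 100% = DMSO without agonist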
CRFR2-BP antag: blocks CRF-induced signaling of the CRF-BP/CRF-R2 complex; HEK293 CRF-R2/CRF-BP, CRF-induced calcium fluorescence; inhibition, % at 11.8 µM; 0.59% of 350,000 active;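 active = inhibition of the ligand-induced calcium signal above about 50% at the single tested concentration, limit read from the data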
CHRM5 PAM: positive allosteric modulators of human muscarinic M5 receptor; 0.3% of 360,000 active; CHO-K1 hM5, Fluo-8 calcium, ACh EC20 PAM; 0% = ACh EC20, 100% = ACh EC100; P08912; activation, % at 3 µM;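 active = activation above the run cutoff, the mean activation of all test compounds plus 3 SD, cut at about 18% in these data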
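Assay system: CHO-K1 hM5 cells. Also added: acetylcholine at EC20 concentration, added after compound. Dosing: 3 µM, single dose. Times: compound preincubation 140 s before EC20 acetylcholine addition. Signal: Fluo-8 calcium fluorescence. Measure: % activation relative to EC20 and EC100 ACh responses. Repeats: singlicate, one well per test compound.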
M4 PAM: potentiates acetylcholine response at human M4 receptor. P08173. CHO-K1 hM4/Gqi5, Fluo-8 calcium fluorescence, ACh EC20; 0% = ACh EC20, 100% = maximal ACh. activation, % at 3 µM. 0.4% of 360,000 active. AID 624126;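 active = activation above its plate's cutoff, the mean activation of sample wells plus 3 SD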; also: some results filed as inactive read as strong as hits
Target sequence (P08173 whole entry, looked up): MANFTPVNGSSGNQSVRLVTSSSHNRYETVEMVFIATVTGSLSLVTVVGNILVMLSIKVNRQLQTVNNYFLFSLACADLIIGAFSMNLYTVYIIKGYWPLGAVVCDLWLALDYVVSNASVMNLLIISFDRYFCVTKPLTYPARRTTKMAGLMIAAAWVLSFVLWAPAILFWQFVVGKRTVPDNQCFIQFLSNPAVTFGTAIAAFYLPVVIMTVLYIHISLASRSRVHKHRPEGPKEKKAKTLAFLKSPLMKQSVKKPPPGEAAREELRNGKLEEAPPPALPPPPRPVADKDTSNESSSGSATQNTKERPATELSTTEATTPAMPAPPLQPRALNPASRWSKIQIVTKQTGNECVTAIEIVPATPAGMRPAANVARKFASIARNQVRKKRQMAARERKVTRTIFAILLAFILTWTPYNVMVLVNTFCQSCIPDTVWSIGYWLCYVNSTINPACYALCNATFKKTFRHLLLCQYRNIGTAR
M1 PAM parental: M1 PAM counterscreen hit in parental CHO-K1 cells; ATP EC20, Fluo-8 calcium fluorescence; 0% at ATP EC20, 100% at ATP max; activation, % at 3 µM; 0.02% of 360,000 active; AID 602247;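 active = activation above the run cutoff, the mean activation of all test compounds plus 3 SD, cut at about 40% in these data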;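 also: peak over basal fluorescence ratio in a 140 s read after ATP addition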
TAAR1 antagonist: antagonists of human TAAR1 | 1.5% of 360,000 active | CHO RD-HGA16 TAAR1, Fluo-8 calcium fluorescence, antagonist | Q96RJ0 | inhibition, % at 3 µM;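 active = inhibition above a per-plate cutoff, the mean inhibition of test compounds on that plate plus 3 SD, cut at about 49% in these data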;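 also: 0% = DMSO plus EC80 beta-PEA response and 100% = DMSO alone without agonist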
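System: RD-HGA16 CHO cells with stable hTAAR1 and Gα16 | Probe or stimulus: EC80 β-phenethylamine stimulus | Dosing: 3 µM, single point | Times: Dye loading 75 min at 37 °C, then 30 min room temperature | Measured by: Fluo-8 calcium-sensitive fluorescence | Read-out basis: % inhibition of agonist calcium response | Replicates: n of 1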
* marks the source's active call; other numbers are inactive results; nt = not tested or not shown.

SMILES | CHRM5 agonist | CRFBP-R2 agonist | TAAR1 ag | M5 antag | CRFR2-BP antag | CHRM5 PAM | M4 PAM | M1 PAM parental | TAAR1 antagonist
CCOC(=O)[C@]12CCC=C1N(Cc1cccc3ccccc13)C(=O)[C@H](CC(=O)NCCc1ccccc1OC)C2 | -3 | nt | 55* | 2 | nt | -5 | -2 | 5 | 35
CC(C)CNC(=O)C(=O)NCc1ccccn1 | 1 | 2.7 | 8 | 2 | 2 | 0 | -1 | 8 | 4
CC1=N/C(=C\c2ccc([N+](=O)[O-])cc2)C(=O)N1c1ccc(Cl)cc1 | 2 | 1.4 | -2 | 12 | -6 | -8 | 5 | 14 | -5
CSc1nc(C=Nc2ccccc2Cl)c(O)n1Cc1cccc(Cl)c1 | 4 | 1.1 | 0 | 18 | -12 | -19 | -25 | 3 | -8
Oc1ccc(Cl)cc1-c1cc(-c2cccc(Br)c2)n[nH]1 | -1 | -0.3 | 20 | -1 | -3 | 1 | 4 | 15 | 5
O=S(=O)(NCCCCCNS(=O)(=O)c1ccc(F)cc1)c1ccc(F)cc1 | 0 | -1.9 | 7 | 13 | 14 | -9 | -1 | 14 | 0
O=C(NCc1cc(C(F)(F)F)cc(C(F)(F)F)c1)C1CC(c2ccccc2C(F)(F)F)=NO1 (stereo not drawn) | nt | 3.9 | 5 | nt | -9 | nt | nt | nt | 20
Cc1c(C(=O)NCc2cccc([N+](=O)[O-])c2)sc(=O)n1Cc1ccccc1F | 0 | nt | 0 | 5 | nt | -11 | -16 | 19 | 28
Nc1nc(CN2CCN(c3ccccc3F)CC2)nc(Nc2ccccc2)n1 | -1 | -2.4 | 4 | 1 | 13 | -6 | 2 | -3 | 8
O=C(NCc1ccc(F)cc1)C1CCN(S(=O)(=O)c2ccc(N3CCCC3=O)cc2)CC1 | 2 | 0.5 | 2 | 6 | 7 | -9 | -1 | -5 | -3
CCc1c(C)sc2nc3c(C(=O)N4CCOCC4)cc(C(=O)c4cc(F)ccc4O)cn3c(=O)c12 | 2 | 1.9 | 4 | 13 | -15 | -2 | -4 | 11 | 38
CCOC(=O)CSc1nnc(CNC(=O)c2ccco2)n1C | 0 | 1.5 | 3 | -6 | 0 | 1 | 12 | 1 | -1
CC(=O)Nc1ccc(S(=O)(=O)NCC(=O)OCC(=O)N2CC(C)OC(C)C2)cc1 (stereo not drawn) | 4 | 0.2 | 14 | 14 | 0 | -3 | 3 | 4 | 4
CO/N=C/CC(=O)c1ccc(OC)cc1 | -2 | -2.6 | 1 | 5 | 18 | -2 | -1 | 6 | 3
Cc1ccc(-c2nnc(-c3ccc4c(c3)OCO4)o2)cc1 | -1 | 4.0 | 4 | 3 | -1 | -1 | -7 | 21 | -3
Cc1ccccc1CSc1nnc(-c2cccnc2)n1N | -4 | 8.7 | 8 | 3 | 9 | 8 | -2 | 10 | 10
O=C(CSc1ccccc1)Nc1ccc(C(=O)Nc2cccc(O)c2)cc1 | 1 | -0.4 | 8 | -4 | -2 | -6 | -12 | -9 | 38
CCCCN(C(=O)Cn1nnc2ccccc21)C(C(=O)NCc1ccco1)c1ccncc1 (stereo not drawn) | -1 | 1.7 | 3 | 27 | 12 | -2 | 14 | 15 | 7
COc1ccccc1Nc1nc2nonc2nc1N1CCCCC1C (stereo not drawn) | -4 | 2.8 | 0 | -2 | 5 | 0 | -4 | 21 | -2
O=C(COC(=O)c1ccccc1O)Nc1cc(S(=O)(=O)N2CCCCCC2)ccc1Cl | 0 | -0.4 | 1 | 6 | 2 | 2 | -3 | 8 | -27
CC(=O)Nc1ccc(CN2C(=O)C(C)ON=C2c2ccccc2-c2ccco2)cc1 (stereo not drawn) | 4 | nt | 9 | 3 | nt | -11 | -8 | -5 | 27
NC(=O)C1CCN(S(=O)(=O)c2ccc3c(c2)OCCO3)CC1 | 2 | 2.9 | 1 | 9 | 1 | -8 | -14 | -16 | -14
CCOC(=O)Cc1csc2nc3sc(C)c(C)c3c(=O)n12 | 2 | -0.3 | 10 | -1 | -2 | 4 | 2 | 15 | -22
Cc1ccc(SCC2(O)CCN(S(=O)(=O)c3ccc(Cl)cc3)CC2)cc1 | 1 | 5.2 | 5 | 10 | -17 | -11 | -11 | -6 | 9
COc1cc(/C=C/C(=O)N2CCN(CC(O)COc3ccccc3)CC2)cc(OC)c1OC (stereo not drawn) | 1 | -0.8 | -1 | 4 | 7 | -3 | -4 | -3 | -21

Reformatted: results already given
CO/N=C/CC(=O)c1ccc(OC)cc1
- CHRM5 agonist = -2
- CRFBP-R2 agonist = -2.6
- TAAR1 ag = 1
- M5 antag = 5
- CRFR2-BP antag = 18
- CHRM5 PAM = -2
- M4 PAM = -1
- M1 PAM parental = 6
- TAAR1 antagonist = 3

Cc1ccc(-c2nnc(-c3ccc4c(c3)OCO4)o2)cc1
- CHRM5 agonist = -1
- CRFBP-R2 agonist = 4.0
- TAAR1 ag = 4
- M5 antag = 3
- CRFR2-BP antag = -1
- CHRM5 PAM = -1
- M4 PAM = -7
- M1 PAM parental = 21
- TAAR1 antagonist = -3

Going on with the list.
SMILES | CHRM5 agonist | CRFBP-R2 agonist | TAAR1 ag | M5 antag | CRFR2-BP antag | CHRM5 PAM | M4 PAM | M1 PAM parental | TAAR1 antagonist
Cc1cc(C)c(NC(=O)CSc2nc(COc3ccccc3)nc3ccccc23)c(C)c1 | 3 | 29 | 18 | -4 | -8 | 4 | 2 | -12 | -6
CC(=O)c1cc2c(cc1NC(=O)CN1CCN(c3ccc(F)cc3)CC1)OCO2 | 0 | -0.2 | 4 | -2 | 0 | 4 | -1 | 15 | -2
CCOC(=O)C1CCN(S(=O)(=O)c2cc(Br)cc3c2N(C(C)=O)C(C)C3)CC1 (stereo not drawn) | -8 | 1.8 | 9 | -1 | 8 | -7 | -4 | 19 | 1
CCCCN1C(=O)C(=O)N(CC(=O)Nc2sc(CC)cc2C(=O)OCC)C1=O | 0 | -0.8 | -1 | 12 | 8 | -4 | 3 | -10 | -25
COc1cc(S(=O)(=O)NCC2CCCO2)ccc1Br (stereo not drawn) | 1 | 1.0 | 11 | -13 | 22 | 8 | 14 | 19 | 2
COc1ccc(-n2c3c(cc(C(=O)NNc4ccccc4)c2=O)C(=O)CC(C)(C)C3)cc1 | -4 | -0.5 | 1 | 3 | 5 | -6 | -1 | 8 | 9
Cc1ccccc1NS(=O)(=O)c1ccc(C(=O)OCC(=O)NCC(C)C)cc1 | 3 | 0.6 | 12 | -3 | -31 | 1 | -6 | 20 | 3
CCC/C=C/c1ccc(CN2C(CC(C)C)C(=O)N(Cc3cn(Cc4ccco4)nn3)CCS2(=O)=O)cc1 (stereo not drawn) | 0 | -1.0 | 2 | 11 | -12 | -5 | -5 | -5 | -4
O=S(=O)(c1cccc(-c2cn3cc(Cl)ccc3n2)c1)N1CCOCC1 | -3 | -1.7 | 2 | 2 | 0 | 5 | 5 | 19 | 7
CC(C)CCN1CCC[C@]2(N[C@H](c3ccc(C(F)(F)F)cc3)[C@@H]3C(=O)N(Cc4ccccc4)C(=O)[C@@H]32)C1=O | -2 | 0.6 | -2 | 2 | -3 | 0 | 9 | 24 | -4
Cc1nc2ccc(S(=O)(=O)NCC(=O)NCc3ccc(Cl)cc3)cc2s1 | -4 | 1.0 | 0 | 16 | -11 | -5 | 3 | 14 | -13
COc1ccc(S(=O)(=O)N2CCCCC2)cc1NC(=O)c1cncc(Br)c1 | 0 | -0.7 | 3 | -6 | 1 | 5 | 6 | 22 | 1
O=C(CNC(=O)c1cncc(Br)c1)Nc1ccc(F)c(F)c1F | -2 | 0.3 | -5 | 16 | 0 | -8 | 4 | -12 | 3
CSc1nc(O)c(C(c2cccc([N+](=O)[O-])c2)c2c(O)nc(SC)[nH]c2=O)c(=O)[nH]1 | 5 | 0.1 | 0 | 7 | -6 | 5 | 12 | 9 | 18
O=C(O)C(=Cc1ccnc2ccccc12)C(=O)O | 0 | -1.8 | 0 | 0 | 23 | -1 | -1 | -3 | -10
Cc1cc(C)nc(N2CCCC(C(=O)Nc3ccc4c(c3)OCCO4)C2)n1 (stereo not drawn) | 0 | 0.3 | 34 | -1 | -6 | -1 | -3 | 7 | 25
COCCN1C(=O)C(CC(=O)Nc2ccccc2)SC1=Nc1ccc(OC)cc1 (stereo not drawn) | -5 | -1.4 | 10 | 3 | -9 | -11 | 2 | 19 | 15
CCOc1ccc(/C=N/Nc2cc(=O)n(C)c(=O)n2C)cc1 | -2 | 0.0 | 0 | 16 | 2 | -11 | 1 | 7 | -4
O=C(CSc1nnc(SCc2ccc(Cl)cc2)s1)N/N=C/c1ccc(C(=O)O)cc1 | 2 | -2.6 | -1 | 4 | 10 | 2 | -11 | 17 | -22
Cc1cccc(COCC(Cc2ccccc2)N2CCN(C(=O)c3cccc(C)c3)CCC2=O)c1 (stereo not drawn) | 0 | -0.8 | 8 | 11 | 9 | -8 | -1 | -4 | 32
CCOC(=O)c1sc(NC(=O)c2ccc(Br)o2)cc1C | -6 | -1.0 | 5 | 6 | -8 | -12 | 1 | -3 | 6
c1csc(-c2ccc(N3CCOCC3)nn2)c1 | -3 | 0.6 | -3 | 11 | -2 | -5 | -9 | -25 | 1
Nc1ncnc2c1nc(N1CCCCC1)n2[C@@H]1O[C@H](CO)[C@@H](O)[C@H]1O | 4 | -0.7 | 2 | 4 | 0 | 9 | 10 | 36 | -8
CCOC(=O)Cc1cc(=O)n2[nH]c(C)cc2n1 | -5 | 5.2 | 4 | -5 | -23 | 5 | 6 | 7 | 7
COc1ccc(/C(N)=N/O)cc1O | 0 | 2.0 | 7 | 11 | 4 | -5 | 3 | 23 | -1
Next section:
SMILES | CHRM5 agonist | CRFBP-R2 agonist | TAAR1 ag | M5 antag | CRFR2-BP antag | CHRM5 PAM | M4 PAM | M1 PAM parental | TAAR1 antagonist
CCCNC(=O)c1ccc(S(=O)(=O)c2ccc(OC)cc2)c([N+](=O)[O-])c1 | 5 | -1.6 | 26 | 16 | -26 | -15 | -12 | -6 | 39
Clc1nssc1=Nc1nncs1 | 10 | 0.4 | 28 | 15 | -5 | 6 | 0 | 18 | 3
O=C(NC1CC1)C1CCN(C2CCN(C(=O)/C=C/c3cccs3)CC2)CC1 | -2 | -2.1 | 0 | 29* | -19 | 28* | -3 | 18 | -22
CCOc1ccc(C(NC(=O)CC)c2c(O)ccc3ccccc23)cc1 (stereo not drawn) | 1 | -0.9 | 0 | 11 | -4 | -1 | -2 | -17 | 5
COc1ccc(NC(=O)CN(C)C(=O)CCC2CCCC2)cc1 | -1 | -0.6 | 0 | 30* | 11 | -8 | 1 | -5 | -6
CCOC(=O)c1nc(Nc2ccc(C(C)=O)cc2)c2ccccc2n1 | 1 | -0.3 | 0 | 2 | 5 | -5 | -6 | -5 | 5
O=C(COc1ccccc1)N1CCc2ccccc21 | -2 | 0.1 | 0 | 2 | 11 | 6 | 1 | 18 | -14
O=C(COc1cc2oc(=O)c3c(c2cc1Cl)CCC3)NCCCN1CCOCC1 | -4 | -1.3 | 3 | 7 | 12 | 2 | 0 | 12 | -11
